Source: PubChem BioAssay
EPAC2 antagonist – EPAC2 (human) antagonism; Q8WZA2; EPAC2 GEF exchange of Rap1B-BODIPY-GDP, fluorescence; Potency, µM (series often up to 114 µM), inactives show top-dose activity, negative = inhibition, actives largely listed as inhibitors; actives 0.18% (n = 360,000); further: on the % scale 0 is the no-effect control and ±100 the full control effect; nearly all actives have a fitted effect of over 45% in size; many of its hits are not listed in these tables
Target sequence (Q8WZA2 whole entry, looked up): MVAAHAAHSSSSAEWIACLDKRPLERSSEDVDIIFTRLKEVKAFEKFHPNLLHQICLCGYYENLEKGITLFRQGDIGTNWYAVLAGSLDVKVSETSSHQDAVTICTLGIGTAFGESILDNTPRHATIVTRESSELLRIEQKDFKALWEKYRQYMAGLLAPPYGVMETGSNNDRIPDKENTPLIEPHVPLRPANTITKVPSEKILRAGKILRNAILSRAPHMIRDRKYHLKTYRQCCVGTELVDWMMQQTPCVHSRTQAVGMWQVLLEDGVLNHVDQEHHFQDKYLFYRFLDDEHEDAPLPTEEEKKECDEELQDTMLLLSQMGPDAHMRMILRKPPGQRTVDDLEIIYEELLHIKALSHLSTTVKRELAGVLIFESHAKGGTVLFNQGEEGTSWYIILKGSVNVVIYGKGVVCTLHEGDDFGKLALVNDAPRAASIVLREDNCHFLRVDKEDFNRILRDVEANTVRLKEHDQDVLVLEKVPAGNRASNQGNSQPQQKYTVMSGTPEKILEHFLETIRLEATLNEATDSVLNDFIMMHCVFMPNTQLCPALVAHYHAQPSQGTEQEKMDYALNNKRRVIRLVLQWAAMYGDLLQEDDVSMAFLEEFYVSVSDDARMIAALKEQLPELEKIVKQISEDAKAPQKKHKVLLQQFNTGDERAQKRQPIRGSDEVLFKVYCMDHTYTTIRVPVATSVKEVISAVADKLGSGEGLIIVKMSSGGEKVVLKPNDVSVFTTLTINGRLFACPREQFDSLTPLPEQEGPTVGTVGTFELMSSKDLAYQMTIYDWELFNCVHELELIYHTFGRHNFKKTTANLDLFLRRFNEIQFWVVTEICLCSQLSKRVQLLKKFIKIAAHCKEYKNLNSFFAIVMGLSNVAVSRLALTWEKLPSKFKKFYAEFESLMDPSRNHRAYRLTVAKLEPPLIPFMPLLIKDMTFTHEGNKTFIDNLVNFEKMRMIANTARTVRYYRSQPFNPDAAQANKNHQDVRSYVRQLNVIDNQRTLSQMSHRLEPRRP
MCF10A rereplic – induces DNA re-replication in MCF 10a normal breast cells. MCF 10A DNA re-replication, Hoechst nuclear intensity, 48 h. actives 2.9% (n = 350,000). Potency, µM (series often up to 46.1 µM), for inactives: top-dose activity, positive = re-replication, most hits filed as activators. AID 624296; further: % of control where 0% means no effect; nearly all actives have a fitted effect of over 50% in size
Nrf2 ARE act – Nrf2 pathway activation. AREc32 ARE-luciferase reporter (MCF7-derived line), luminescence, 24 h. Potency, µM (top dose mostly 46.1 µM), inactives show top-dose activation, most hits filed as activators. actives 0.31% (n = 410,000); further: % of control where 0% means no effect; nearly all actives have a fitted effect of over 65% in size
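Luciferase luminescence (Steady-Glo, 30 min at room temperature) served as the read-out of ARE activation in AREc32 cells treated with compounds for 24 hr at 37 deg C.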
HepG2 viability – counter-screen for TGF-b inhibitors: cytotoxicity in HepG2 cells. AID 588856. HepG2 CAGA-GFP viability, ATP luminescence, 18 h. Potency, µM (doses to about 46.1 µM), for inactives: at the highest dose activity change, negative = cytotoxicity, hits mostly cytotoxic. actives 0.76% (n = 410,000); further: some results filed as inactive show a strong effect at the top dose
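CellTiter-Glo luminescence gave cytotoxicity after 18 hours at 37 degrees C. The cells were HepG2 CAGA-GFP in 1% FBS DMEM, stimulated with 500 pg/mL TGF-beta after compound addition. %Activity was normalised to no-cell wells (complete cell-killing) and DMSO (no toxicity), and curves were fitted and classified.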
ATXN2 expr inh – ATXN2 expression inhibition. Potency, µM (top dose mostly 57 µM), without a hit: at the highest dose activity change, negative = inhibition, most hits filed as inhibitors. AID 1745845. actives 0.72% (n = 360,000). HEK-293 ATXN2-luciferase reporter, luminescence, 24 h; further: on the % scale 0 is the no-effect control and ±100 the full control effect; nearly all actives have a fitted effect of over 55% in size
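ATXN2-luciferase reporter cells (luciferase flanked by upstream and downstream ATXN2 gene portions) were treated 24 h at 37 °C with compounds at up to 57 uM. SteadyGlo luminescence gave expression; GF-AFC fluorescence gave viability.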
A549 tox – counter-screen for Nrf2 inhibitors: cytotoxicity in A549 cells | A549 ARE-Fluc cells, CellTiter-Fluor viability, 18-24 h | Potency, µM (top dose mostly 46 µM), for the others: at the highest dose activity change, negative = cytotoxicity, hits mostly inhibitors | actives 0.16% (n = 390,000) | AID 504648; further: on the % scale 0 is the no-effect control and ±100 the full control effect
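A549 ARE-Fluc cells in 5% FBS OPTI-MEM, 5000 cells/well, rested 2 h then exposed to compounds in concentration-response for 18-24 h at 37 °C. Viability by CellTiter-Fluor fluorescence (Ex 405/Em 525) after 30 min; luciferase luminescence (BugLite, 15 min, RT) read afterwards.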
ATXN viability – cell viability loss in ATXN counter-screen; Potency, µM (highest dose often 56.7 µM), hits mostly cytotoxic; actives 0.49% (n = 400,000); S2 cells (HEK-293 line with an ATXN2-luciferase reporter) viability, CellTiter-Fluor protease fluorescence, 24 h; AID 651635; further: nearly all actives have a fitted effect of over 40% in size
Nrf2 block – blocks Nrf2 signaling. Potency, µM (titrated, usually from 46 µM), without a hit: at the highest dose activity change, negative = inhibition, most hits filed as inhibitors. actives 2.1% (n = 360,000). AID 504444. A549 ARE-Fluc reporter, luciferase luminescence, 18-24 h; further: on the % scale 0 is the no-effect control and ±100 the full control effect; nearly all actives have a fitted effect of over 60% in size
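Nrf2 function is reported as luminescence of an ARE-controlled luciferase in A549 cells. Compounds were tested at several concentrations, and a CellTiter-Fluor read on the same wells flagged cytotoxicity.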
TGFb SMAD3 inh – blocks TGF-b signaling. actives 1.2% (n = 410,000). Potency, µM (highest dose often 46.1 µM), for inactives: at the top dose activity, negative = inhibition, usual class: inhibitors. HepG2 CAGA-GFP TGF-b/SMAD3 reporter, GFP fluorescence, 18 h; TGF-beta stimulated, 500 pg/mL final. AID 588855; further: on the % scale 0 is the no-effect control and ±100 the full control effect; nearly all actives have a fitted effect of over 65% in size
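Read-out: total well GFP (ex488/em500-530) summed from mean per-cell fluorescence. Cells: HEPG2 CAGA-GFP, 1% FBS DMEM, 18 h at 37 degrees C with 500 pg/mL final TGF-beta. Unstimulated wells served as the full-inhibition control; stimulated DMSO wells = 0%.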
Active calls of the source: *; i = inactive; ? = inconclusive; / = no result given; [ ] = remark or other dose. The call rests on the fitted dose curve; in most records, active means well fitted curve in the direction sought with a large enough effect; inconclusive means small, poorly fitted or top-dose-only effect, or another doubt; inactive means no such curve, though single readings can be large; an effect the other way counts as inactive or inconclusive. Potency means the concentration at half of the fitted maximal effect. These rows are one share of the data, so the mix of outcomes need not match the whole.

SMILES | EPAC2 antagonist | MCF10A rereplic | Nrf2 ARE act | HepG2 viability | ATXN2 expr inh | A549 tox | ATXN viability | Nrf2 block | TGFb SMAD3 inh
Cc1ccc(C(C#N)c2ccc(C(=O)c3ccc(F)cc3)cc2)cc1 (configuration not stated) | 2% | 1% | 3.6% | -20% | -17% | -1% | i | 26µM* | -23%
Cc1ccc(Cn2c(=O)c3ccccc3n3c(-c4cccc(O)c4)nnc23)cc1 | / | / | 0.0% | -9% | 0% | 9% | i | 9% | -3%
Cc1ccc(S(=O)(=O)N(C)C)cc1NC(=O)c1cccnc1Oc1ccccc1 | 16% | 8% | 2.6% | -32% | / | 3% | i | 3% | -8%
Cc1ccc(OCc2n[nH]c(=S)n2-c2ccc(C)cc2)cc1 | -1% | 1% | 4.1% | 28% | / | 2% | i | -12% | -4%
COc1ccc(OC)c(/C=C(\NC(=O)c2ccccc2)C(=O)N/N=C/c2ccc(C)s2)c1 | 7% | -17% | -0.4% | -10% | -3% | -3% | i | 2% | 10%
COc1ccc(N2CCN(Cc3nc4c(c(=O)[nH]c(=O)n4C)n3Cc3ccc(Cl)cc3)CC2)cc1 | / | / | 0.1% | -12% | / | 9% | / | 3% | -5%
COc1cccc(OC)c1C(=O)NC(=O)Nc1c(C)cccc1C | 9% | 12% | 0.4% | 20% | 1% | -3% | i | -1% | 19%
NC(=O)C1CCN(C(=O)c2ccc([N+](=O)[O-])cc2NC(=O)c2cccs2)CC1 | -2% | 7% | 1.7% | -17% | 15% | 7% | i | -12% | -3%
O=C(CN1C(=O)/C(=C/c2ccccc2F)SC1=S)NC1C=CS(=O)(=O)C1 (configuration not stated) | 1% | 8% | 5.7% | 0% | 2% | -7% | i | 5% | -6%
CCOC(=O)C1=C(N)Oc2c(oc(CO)cc2=O)C1c1ccc(F)cc1 (configuration not stated) | 8% | -9% | 3.2% | 8% | -6% | -6% | i | 9% | 8%
Cc1cccc(NC(=O)C2=C(O)c3ccccc3N(C)S2(=O)=O)c1 | -5% | 6% | 0.1% | -16% | 5% | 3% | i | -19% | -11%
CCN1CCN(c2cc(C)nc(-c3ccccc3O)n2)CC1 | -3% | 6% | 3.3% | -16% | -25% | 2% | i | 3% | -3%

Reprinted at random: 4 compounds from above, in no set order.
SMILES | EPAC2 antagonist | MCF10A rereplic | Nrf2 ARE act | HepG2 viability | ATXN2 expr inh | A549 tox | ATXN viability | Nrf2 block | TGFb SMAD3 inh
CCN1CCN(c2cc(C)nc(-c3ccccc3O)n2)CC1 | -3% | 6% | 3.3% | -16% | -25% | 2% | i | 3% | -3%
Cc1ccc(C(C#N)c2ccc(C(=O)c3ccc(F)cc3)cc2)cc1 (configuration not stated) | 2% | 1% | 3.6% | -20% | -17% | -1% | i | 26µM* | -23%
COc1cccc(OC)c1C(=O)NC(=O)Nc1c(C)cccc1C | 9% | 12% | 0.4% | 20% | 1% | -3% | i | -1% | 19%
O=C(CN1C(=O)/C(=C/c2ccccc2F)SC1=S)NC1C=CS(=O)(=O)C1 (configuration not stated) | 1% | 8% | 5.7% | 0% | 2% | -7% | i | 5% | -6%

The main list resumes; the two compounds before the break are reprinted first.
SMILES | EPAC2 antagonist | MCF10A rereplic | Nrf2 ARE act | HepG2 viability | ATXN2 expr inh | A549 tox | ATXN viability | Nrf2 block | TGFb SMAD3 inh
Cc1cccc(NC(=O)C2=C(O)c3ccccc3N(C)S2(=O)=O)c1 | -5% | 6% | 0.1% | -16% | 5% | 3% | i | -19% | -11%
CCN1CCN(c2cc(C)nc(-c3ccccc3O)n2)CC1 | -3% | 6% | 3.3% | -16% | -25% | 2% | i | 3% | -3%
O=C1CC(c2cccs2)c2ccc3ccccc3c2N1 (configuration not stated) | ? | 0% | 9.4% | 5% | 7% | -2% | i | 0% | -4%
CN(CCN1CCOCC1)C(=O)c1cc(COc2ccc(F)c(F)c2)on1 | -1% | 1% | 4.7% | -9% | 17% | 11% | i | ? | 2%
CCCNC(=O)COC(=O)c1cc(C)nc2ccccc12 | -8% | 21% | -0.9% | 23% | / | 13% | i | 10% | -2%
CC(CNS(=O)(=O)c1ccccc1)(c1ccccc1)N1CCCCC1 (configuration not stated) | -7% | -1% | -0.3% | -2% | / | 0% | i | -2% | 4%
COc1ccc2ccccc2c1/C=N/NC(=O)c1nnn(-c2nonc2N)c1CN(C)C | 0% | ? | -0.6% | -8% | 7% | 0% | i | 0% | -1%
Cc1ccc([C@H]2C[C@H](n3cc(C4CC4)nn3)[C@@H](O)CN2C(=O)C2CCCCC2)cc1 | -2% | / | 0.6% | -19% | 12% | / | i | / | 1%
Cc1cc2c(cc3c(SCc4ccccc4Cl)nnc(C)n32)o1 | / | / | 13% | -6% | / | -2% | / | ? | -9%
NC(=O)C1CCN(C2CC(=O)N(Cc3ccc(N4CCCC4=O)cc3)C2=O)CC1 (configuration not stated) | -10% | 11% | 0.1% | -7% | 14% | -3% | i | -4% | -13%
COC(=O)c1ccc(NC(=O)CSc2nc3ccccc3c(=O)[nH]2)cc1 | 1% | ? | -0.1% | 1% | 0% | -15% | i | / | 5%
Cc1c(NC(=O)CN2C(=O)c3ccccc3S2(=O)=O)c(=O)n(-c2ccccc2)n1C | 6% | -1% | 3.6% | 0% | 10% | 7% | i | / | 0%
Cn1c(N)c(C(=O)COC(=O)C23CC4CC(CC(C4)C2)C3)c(=O)n(C)c1=O | -7% | 9% | 3.8% | -42% | -19% | 4% | i | -27% | 5%
Cc1ccc(NC(=O)C2CCN(S(=O)(=O)c3ccc4c(c3)NC(=O)CO4)CC2)cc1C | 3% | 16% | 2.2% | -23% | -23% | 1% | i | -28% | -2%
COc1ccc(COC[C@H](C)[C@H](O[Si](C)(C)C)[C@@H](C)[C@H]2OC(=O)[C@H]2C)cc1 | / | / | / | -11% | / | 2% | / | 0% | -12%
COc1ccc(NC(=O)C2CC(=O)N/C(=N/N=C/c3ccccc3)S2)cc1 (configuration not stated) | -10% | 4% | 0.3% | -29% | -15% | 4% | i | -3% | -3%
COc1ccc(S(=O)(=O)NCC2CCCO2)cc1NC(=O)c1ccc(Cl)cc1 (configuration not stated) | -12% | 0% | 0.0% | 23% | -7% | -6% | i | -17% | -17%
O=C(CCCCl)NC(=S)Nc1ccc(CN2CCOCC2)cc1 | -20% | ? | 4.9% | 0% | 8% | 2% | i | 14% | -5%
O=C(Nc1cccc(C(=O)O)c1)/C(=C\c1ccco1)NC(=O)c1ccccc1 | 3% | -2% | 0.1% | -6% | -4% | 12% | i | 12% | -8%
Cc1ccc(N(CC(=O)Nc2ccc(C)cn2)S(=O)(=O)c2c(C)nn(C)c2C)cc1 | -3% | 4% | -0.4% | -11% | 0% | 15% | i | 1% | 10%
CCNC(=O)c1cc(S(=O)(=O)N2CCSCC2)ccc1OC | -2% | -15% | 0.0%[9.22 µM] | 0% | -16% | 0% | i | -21% | -12%
CCN1C(Nc2ccccc2)=NC[C@@H]1C | 4% | 10% | 0.3% | -6% | 1% | 1% | i | 8% | 7%
CC(C)CCNc1ncnc2c1nnn2Cc1ccccc1 | -1% | ? | 0.1% | 0% | 1% | -8% | i | -8% | 14%
COc1ccc2c(Sc3ccccc3)c(C(=O)NCc3ccc(OC(C)C)cc3)[nH]c2c1 | / | / | -0.5% | 4% | 12% | 5% | i | ? | -1%
CN(C)c1ccc(CNC(=O)c2cc3cc(S(=O)(=O)N4CCCCC4)ccc3n2C)cc1 | / | / | 2.6% | -1% | / | -3% | / | / | ?
CC(=O)N1CCN(CC(=O)Nc2cccc(S(=O)(=O)N3CCCCCC3)c2)CC1 | -9% | 1% | -0.3% | -3% | -15% | 2% | i | -5% | -2%
CCC(=O)c1ccc(OCC(=O)NCC2(N3CCCCC3)CCCCC2)cc1 | -2% | 2% | -0.9% | 4% | / | 1% | i | 8% | 3%
CCOC(=O)c1c(NC(=S)NC(=O)c2ccco2)sc2c1CCCC2 | 10% | 7% | 9.4% | -1% | -26% | -14% | ? | 6% | 12%
COC(=O)CN1C(=O)COc2ccc(S(=O)(=O)NCc3ccccc3)cc21 | -3% | -2% | -0.9% | 4% | / | -2% | i | -1% | 7%
CCOc1ccccc1CNC(=O)CC(C)n1ccc(C)n1 (configuration not stated) | / | / | -0.8% | -30% | -2% | 3% | i | 26% | -7%
CCOC(=O)N1CCC(NC(=O)c2cc3c(=O)[nH]c4ccccc4c3n2C)CC1 | 1% | ? | 4.1% | -22% | -24% | 2% | i | -17% | ?
O=C(O)CC1(c2ccc(F)cc2)C2CC3CC(C2)CC1C3 (configuration not stated) | -10% | ? | 2.2% | -10% | / | 15% | i | 3% | -12%

Quoted from the listing.
`COc1ccc(N2CCN(Cc3nc4c(c(=O)[nH]c(=O)n4C)n3Cc3ccc(Cl)cc3)CC2)cc1` – Nrf2 block = 3%
`CCOC(=O)N1CCC(NC(=O)c2cc3c(=O)[nH]c4ccccc4c3n2C)CC1` – EPAC2 antagonist = 1%
`CCOc1ccccc1CNC(=O)CC(C)n1ccc(C)n1` (configuration not stated) – Nrf2 ARE act = -0.8%
`Cc1ccc([C@H]2C[C@H](n3cc(C4CC4)nn3)[C@@H](O)CN2C(=O)C2CCCCC2)cc1` – ATXN2 expr inh = 12%
`Cc1cc2c(cc3c(SCc4ccccc4Cl)nnc(C)n32)o1` – TGFb SMAD3 inh = -9%
`Cc1ccc(NC(=O)C2CCN(S(=O)(=O)c3ccc4c(c3)NC(=O)CO4)CC2)cc1C` – MCF10A rereplic = 16%
